# High-throughput results: PubChem, Broad Institute
# T cruzi growth = blocks T. cruzi growth in NIH3T3 culture. T. cruzi beta-gal in NIH3T3, GalScreen luminescence, 90 h. inhibition, % at 8.34 µM. 77,000 compounds, 5.9% hits. AID 624255;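 active = mean inhibition above about 93%, with at least 55% of replicates each passing it, limit read from the data, passing the limit was not always enough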
# C diff HTS = inhibitors of Clostridium difficile growth; Clostridium difficile clinical isolate growth, OD600, 24 h; hits give low values; 86,000 compounds, 0.25% hits; growth activity, negative = inhibition, % at 16 µg/mL (by protocol);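 active = mean growth activity at or below -80% and every replicate also at or below -80%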;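 also: 0% = DMSO wells and -100% = levofloxacin 16 µg/mL wells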
# KDM4C inh = blocks human GASC-1 (KDM4C) demethylase activity; AID 720574; Q9H3R0; 96,000 compounds, 0.15% hits; inhibition, % at 12.5 µM; GST-KDM4C 2-372, H3K9me3 peptide, LANCE TR-FRET;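 active = mean replicate inhibition above about 25%, with at least 55% of replicates also reaching it, limit read from the data, passing the limit was not always enough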
# Target sequence (Q9H3R0 2-372 limits assumed): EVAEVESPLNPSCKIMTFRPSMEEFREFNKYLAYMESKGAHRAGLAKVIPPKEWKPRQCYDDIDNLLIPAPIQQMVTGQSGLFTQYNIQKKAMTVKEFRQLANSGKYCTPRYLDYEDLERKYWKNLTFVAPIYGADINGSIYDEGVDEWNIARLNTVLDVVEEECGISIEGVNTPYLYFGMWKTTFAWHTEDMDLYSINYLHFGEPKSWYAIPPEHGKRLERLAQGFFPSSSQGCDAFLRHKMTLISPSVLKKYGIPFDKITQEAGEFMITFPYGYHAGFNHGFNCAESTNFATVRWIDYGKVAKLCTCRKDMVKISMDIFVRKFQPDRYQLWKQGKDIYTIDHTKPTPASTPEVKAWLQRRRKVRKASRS
#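 Material: GST-tagged GASC-1 (JMJD2C) catalytic fragment, aa 2-372. Input: enzyme final amount 10 nM. Medium: HEPES buffer, pH 7.5, plus ascorbate. Reagent: H3K9me3 peptide substrate, Fe(II), 2-oxoglutarate. Doses: single dose. Times: reaction 30 min RT, detection step 1 h RT. Measured by: LANCE TR-FRET. Evaluation: Fall in 671/618 emission ratio as inhibition.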
# Pf Dd2 growth = blocks growth of Plasmodium falciparum Dd2 parasites; P. falciparum Dd2 growth, SYBR Green, 72 h; hits give low values; activity change, % at 10 µM; 94,000 compounds, 2.3% hits; AID 1159554; in the data active = activity change below about -80%
# The depositor's hits bear a star; . = no result given; & = joins results of further samples.
SMILES,T cruzi growth,C diff HTS,KDM4C inh,Pf Dd2 growth
COc1ccc2c3c([nH]c2c1)[C@H](CO)N(C(=O)c1cnccn1)CC31CCN(C(=O)c2cnccn2)CC1,.,-6,1.1,43
C[C@@H]1CN([C@H](C)CO)C(=O)c2cc(NC(=O)CCCN(C)C)ccc2O[C@@H](C)CCCCO[C@H]1CN(C)C(=O)NC1CCCCC1,-4,0,8.4,-54
COc1ccc(S(=O)(=O)N(C)C[C@H]2Oc3ccc(NC(=O)Nc4c(C)noc4C)cc3C(=O)N([C@@H](C)CO)C[C@@H]2C)cc1,12,-3,1.3,17
CO[C@@H]1CN(C)C(=O)c2cc(NS(C)(=O)=O)ccc2OC[C@H](C)N(Cc2cncnc2)C[C@@H]1C,24,.,-0.3,29
C[C@H]1CN([C@@H](C)CO)C(=O)CCCn2nncc2CO[C@H]1CN(C)C(=O)Nc1ccnc(N2CCOCC2)c1,0,0,.,-76
CC(C)NC(=O)N[C@@H]1CC[C@@H](CCNC(=O)C2CCOCC2)O[C@@H]1CO,-9,.,-1.5,20
C[C@@H]1CN([C@H](C)CO)C(=O)c2cc(NC(=O)Nc3cccc4ccccc34)ccc2O[C@@H]1CN(C)C(=O)Nc1cccc2ccccc12,51,3,-3.2,-10
Cc1ccc(-c2ccc3c(c2)O[C@H](CN(C)Cc2cccnc2)[C@@H](C)CN([C@@H](C)CO)S3(=O)=O)cc1,119*,-3,-0.1,-83*
CN1C(=O)c2cc(NS(=O)(=O)c3ccc(F)cc3)ccc2OC[C@H]2O[C@H](CC(=O)NCC(F)(F)F)CC[C@H]21,20,-8,-0.1,-6
Cc1noc(C)c1S(=O)(=O)Nc1ccc2c(c1)C(=O)N([C@@H](C)CO)C[C@H](C)[C@@H](CN(C)S(=O)(=O)c1ccc(Cl)cc1)OCCCC[C@@H](C)O2,78,12,-0.4,-84*

# A different layout for part of the listing above.
CC(C)NC(=O)N[C@@H]1CC[C@@H](CCNC(=O)C2CCOCC2)O[C@@H]1CO
  T cruzi growth = -9; C diff HTS = .; KDM4C inh = -1.5; Pf Dd2 growth = 20

C[C@@H]1CN([C@H](C)CO)C(=O)c2cc(NC(=O)Nc3cccc4ccccc34)ccc2O[C@@H]1CN(C)C(=O)Nc1cccc2ccccc12
  T cruzi growth = 51; C diff HTS = 3; KDM4C inh = -3.2; Pf Dd2 growth = -10

Cc1ccc(-c2ccc3c(c2)O[C@H](CN(C)Cc2cccnc2)[C@@H](C)CN([C@@H](C)CO)S3(=O)=O)cc1
  T cruzi growth = 119*; C diff HTS = -3; KDM4C inh = -0.1; Pf Dd2 growth = -83*

CN1C(=O)c2cc(NS(=O)(=O)c3ccc(F)cc3)ccc2OC[C@H]2O[C@H](CC(=O)NCC(F)(F)F)CC[C@H]21
  T cruzi growth = 20; C diff HTS = -8; KDM4C inh = -0.1; Pf Dd2 growth = -6

# (cont.)
SMILES,T cruzi growth,C diff HTS,KDM4C inh,Pf Dd2 growth
CCCC#Cc1ccc([C@H]2[C@@H](CO)N3C(=O)CN(C(=O)c4ccncc4)C[C@H]23)cc1,.,-3,-0.8,6
COc1ccc(C(=O)N2C[C@@H]3[C@H](c4ccccc42)[C@@H](CO)N3C(=O)NC(C)C)cc1,10,4,2.3,-5
Cc1ccc(S(=O)(=O)Nc2ccc3c(c2)C(=O)N([C@H](C)CO)C[C@H](C)[C@@H](CN(C)C(=O)Cc2ccccc2)OCCCC[C@H](C)O3)cc1,68,.,0.4,-19
COc1ccc(S(=O)(=O)N(C)C[C@H]2Oc3c(NC(=O)c4ccncc4)cccc3C(=O)N([C@H](C)CO)C[C@@H]2C)cc1,77,.,1.4,42
CCN1[C@@H]2c3ccc(-c4cccc(F)c4)c(=O)n3C[C@@H]2[C@@H](CO)[C@@H]1C(=O)OC,.,43,4.1,-6
O=C(Nc1ccccc1F)N1C[C@H]2[C@@H](c3ccccc31)[C@H](CO)N2C(=O)C1CCCC1,-28,6,-0.2,2
C[C@@H]1CN([C@H](C)CO)C(=O)c2cccc(NC(=O)c3ccc(-c4nccs4)cc3)c2O[C@H]1CN(C)CC1CC1,51,2,1.8,-26
COc1cccc(NC(=O)N[C@@H]2C=C[C@@H](CC(=O)NCc3ccccn3)O[C@H]2CO)c1,79,3,-1.2,-2
N#C[C@H]1[C@@H](c2ccc(C3=CCCCC3)cc2)[C@H](CO)N1S(=O)(=O)c1ccccc1,97*,-8,-2.2,-22
COCC(=O)Nc1ccc2c(c1)[C@H]1C[C@@H](CC(=O)NCc3cc(F)ccc3F)O[C@@H](CO)[C@H]1O2,41,4,-1.2,-1
C[C@H]1CN([C@@H](C)CO)S(=O)(=O)c2ccc(C#CCN(C)C)cc2O[C@H]1CN(C)Cc1ccc(F)cc1,39,0,3.9,-67
Cc1ccc(S(=O)(=O)N[C@H]2C=C[C@@H](CC(=O)NCc3ccccc3F)O[C@H]2CO)cc1,-76,.,1.0,21
Cc1ccc(S(=O)(=O)N(C)C[C@@H]2OCCCC[C@@H](C)Oc3ccc(NS(=O)(=O)c4ccccc4)cc3C(=O)N([C@@H](C)CO)C[C@@H]2C)cc1,104,9,-2.4,-76
COc1ccc(CN(C)C[C@H]2Oc3ccc(NS(=O)(=O)c4ccc(Cl)cc4)cc3CC(=O)N([C@H](C)CO)C[C@@H]2C)cc1,.,-14,1.8,-13
C[C@H]1CCCCO[C@@H](CN(C)C(=O)Cc2ccccc2)[C@@H](C)CN([C@@H](C)CO)C(=O)c2cc(NS(C)(=O)=O)ccc2O1,84,-2,-1.6,-13
COc1ccc(CN(C)C[C@H]2Oc3ccc(NC(=O)Cc4ccccc4)cc3C(=O)N([C@@H](C)CO)C[C@H]2C)cc1,-54,-2,-1.0,-2
C[C@@H]1CN([C@@H](C)CO)C(=O)CCCn2cc(nn2)CO[C@H]1CN(C)C(=O)Cc1ccccc1,6&26,-2&-2,-0.4,-2&-1
COCC(=O)N1C[C@@H](C)[C@H](OC)CN(C)C(=O)c2ccc(NC(=O)c3ccc(F)cc3)cc2OC[C@@H]1C,-38,.,0.5,22
CC1C=NC(S(=O)(=O)N2CC[C@@H]3[C@H](CO)N(C)c4ccc(-c5cccc(F)c5)cc4[C@@H]32)=N1 (stereo partly specified),67,-9,7.5,25
C[C@@H]1CN([C@@H](C)CO)C(=O)c2cccc(NC(=O)C3CC3)c2O[C@@H]1CN(C)S(=O)(=O)c1cccs1,19,13,-0.8,4
COc1ccc(CNC(=O)C[C@@H]2CC[C@@H](NC(=O)c3cccc(F)c3)[C@@H](CO)O2)cc1,40,.,-0.3,4
C[C@@H]1CN([C@H](C)CO)C(=O)c2cccc(NC(=O)C3CCCCC3)c2O[C@@H]1CN(C)Cc1ccccc1,32,1,-1.0,-3
COCC#Cc1cnc2c(c1)C(=O)N([C@@H](C)CO)C[C@@H](C)[C@H](CN(C)C(=O)Cc1ccccc1)O2,42,-1,-1.4,8
C[C@@H]1CN([C@H](C)CO)C(=O)c2cc(NS(C)(=O)=O)ccc2O[C@@H](C)CCCCO[C@@H]1CN(C)C(=O)Cc1ccccc1,-45,-2,6.1,11
O=C(C[C@H]1CC[C@@H]2[C@H](COC[C@H](O)CN2Cc2nccs2)O1)NCc1ccc(F)cc1,-26,3&0,0.3,18
C[C@@H]1CN([C@@H](C)CO)C(=O)c2cc(NS(=O)(=O)c3ccccc3)ccc2O[C@@H]1CN(C)CC1CC1,-4,-2,1.2,12
CCNC(=O)C[C@@H]1CC[C@H]2[C@@H](COc3ccc(NC(=O)Nc4ccccc4F)cc3C(=O)N2C)O1,29,4,1.0,-5
COc1ccc2c3c(n(C)c2c1)[C@H](CO)N(C(=O)c1cnccn1)CC31CN(C)C1,.,-14,0.2,20
CCCN(C)C[C@@H]1OCc2cnnn2CCCC(=O)N([C@H](C)CO)C[C@@H]1C,-6,1,0.1,-25
COc1cccc(CN2[C@H](CO)[C@H](c3ccccc3)C23CN(C(=O)C2CCC2)C3)c1,.,8,0.6,-3
CCC(=O)N(C)C[C@H]1Oc2cc(C#CC3CC3)ccc2S(=O)(=O)N([C@@H](C)CO)C[C@@H]1C,4,.,1.4,1
COc1ccc(C#Cc2ccc([C@H]3[C@@H](CO)N4CCCCN(C(=O)c5ccncc5)C[C@H]34)cc2)cc1,101*,-14,1.1,-51
C[C@H](CO)N1C[C@H](C)[C@@H](CN(C)C(=O)Nc2ccc(F)cc2)Oc2ccc(NC(=O)Cn3cnnn3)cc2CC1=O,8,.,0.6,21
O=C(Nc1ccc2c(c1)OCO2)N1C[C@@H]2N[C@H](C1)C2c1ccc(-c2ccccc2)cc1 (stereo partly specified),.,69,-3.9,-30
O=C(NCC1CC1)[C@@H]1[C@@H](CO)[C@@H]2Cn3c(ccc(/C=C/c4ccccc4)c3=O)[C@H]1N2C(=O)C1CCC1,-91,-7,-1.3,.
O=C(NC1CCC1)[C@H]1[C@H](CO)[C@H]2Cn3c(ccc(-c4ccccc4F)c3=O)[C@H]2N1Cc1ccncc1,28,-5,20,-12
O=C(C[C@H]1CC[C@@H]2[C@H](COC[C@@H](O)CN2C(=O)Nc2ccc(Cl)c(Cl)c2)O1)NCc1ccncc1,111*,-8&-46,-2.6,4
C[C@H]1CN([C@@H](C)CO)C(=O)Cc2cc(NC(=O)Nc3ccc(C(F)(F)F)cc3)ccc2O[C@@H]1CN(C)CC1CC1,25,-2,0.2,-15
Cc1ccc(S(=O)(=O)Nc2ccc3c(c2)CC(=O)N([C@@H](C)CO)C[C@H](C)[C@H](CN(C)C(=O)Nc2cccc4ccccc24)O3)cc1,21,-5,-0.1,-42
C[C@@H]1CN([C@H](C)CO)C(=O)Cc2cc(NC(=O)C3CC3)ccc2O[C@H]1CN(C)C(=O)Nc1ccc(C(F)(F)F)cc1,40,0,-1.3,-25
C[C@H]1CCCCO[C@@H](CN(C)C(=O)Nc2cccc3ccccc23)[C@@H](C)CN([C@@H](C)CO)C(=O)c2cc(NS(C)(=O)=O)ccc2O1,0,9,3.1,-32
C[C@@H]1CN([C@@H](C)CO)C(=O)c2cc(NC(=O)C3CCCCC3)ccc2O[C@@H](C)CCCCO[C@H]1CN(C)C(=O)Nc1ccc2c(c1)OCO2,88,2,0.0,-44
